# GPT2 inhibitor: Primary qHTS assay for inhibitors of Glutamate pyruvate transaminase 2 (GPT2); Alanine aminotransferase 2 (Homo sapiens), Q8TD30; Recombinant GPT2, coupled pyruvate oxidase/HRP Amplex Red fluorescence; Potency, µM (highest dose often 57.7 µM), for the others: top-dose activity change, negative = inhibition, actives largely listed as inhibitors; 0.25% of 100,000 active; AID 1671188, 2021; also: potency is read from the fitted curve at half-maximal effect; nearly all actives have a fitted effect of over 60% in size; many of its hits are not listed in these tables
# Target sequence (Q8TD30 whole entry, looked up): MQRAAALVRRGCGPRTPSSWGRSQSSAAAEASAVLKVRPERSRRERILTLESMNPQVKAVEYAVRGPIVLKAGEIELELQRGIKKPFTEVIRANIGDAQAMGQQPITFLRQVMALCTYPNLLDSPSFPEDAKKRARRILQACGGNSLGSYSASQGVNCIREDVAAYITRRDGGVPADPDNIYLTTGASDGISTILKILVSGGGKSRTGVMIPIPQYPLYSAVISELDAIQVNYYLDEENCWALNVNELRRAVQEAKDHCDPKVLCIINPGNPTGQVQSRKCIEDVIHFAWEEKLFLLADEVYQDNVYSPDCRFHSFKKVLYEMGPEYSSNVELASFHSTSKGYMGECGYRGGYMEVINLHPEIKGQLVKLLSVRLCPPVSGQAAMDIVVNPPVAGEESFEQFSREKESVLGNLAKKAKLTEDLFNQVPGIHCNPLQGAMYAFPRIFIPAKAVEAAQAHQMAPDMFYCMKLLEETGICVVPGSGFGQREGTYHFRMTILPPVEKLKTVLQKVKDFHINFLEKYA
#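 GPT2 10ng/uL, a-KG 250uM, L-Ala 2mM, HEPES pH7.5 + 0.0001% Tween; 30 min RT. Then Amplex mix (PO/HRP/ThPP), 30 min RT dark, fluorescence. AOA 50uM used as positive control.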
# HEK293 tox: Cytotoxic Profiling in HEK 293 Cell Line of Diverse Libraries Using Quantitative High-Throughput Screening; HEK 293 viability, ATP luminescence (CellTiter-Glo), 48-72 h; 6.6% of 94,000 active; Potency, µM (top dose mostly 115 µM), inactives show top-dose activity change, negative = cytotoxicity, hits mostly inhibitors; also: potency is read from the fitted curve at half-maximal effect; nearly all actives have a fitted effect of over 60% in size
#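 CellTiter-Glo luminescence (cellular ATP) was read after 48 or 72 hr of compound exposure at 37 degree Celsius. Cells were HEK 293 plated at 250 cells/well.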
# SNCA expr inhib: Primary qHTS assay for inhibitors of alpha-synuclein gene (SNCA) expression; Potency, µM (highest dose often 57.2 µM), inactives show top-dose activity change, negative = inhibition, usual class: inhibitors; 0.17% of 140,000 active; HEK-293 SNCA-luciferase knock-in, luminescence, 24 h; AID 1671194, 2021;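 also: potency is read from the fitted curve at half-maximal effect; plate controls were DMSO cells for no effect and cell-free wells for full effect; nearly all actives have a fitted effect of over 45% in size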
# Luciferase inh: Firefly luciferase inhibition profiling of diverse chemical library using quantitative high-throughput screening | purified P. pyralis luciferase, luminescence, biochemical | Potency, µM (series often up to 115 µM), for the others: at the highest dose activity change, negative = inhibition, hits mostly inhibitors | 2.5% of 76,000 active; also: potency is read from the fitted curve at half-maximal effect; nearly all actives have a fitted effect of over 65% in size
#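 FLuc 10nM, D-luciferin 10uM, ATP 10uM, Mg acetate 10mM, Tris acetate pH 7.5, Tween/BSA; cpd qHTS; enzyme added last; CCD luminescence.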
# 3T3 cytotox: Cytotoxic Profiling in NIH 3T3 Cell Line of Diverse Libraries Using Quantitative High-Throughput Screening; NIH 3T3 viability, CellTiter-Glo ATP luminescence, 48-72 h; Potency, µM (top dose mostly 96.7 µM), for inactives: at the highest dose activity change, negative = cytotoxicity, most hits filed as inhibitors; 4.3% of 94,000 active; AID 1345082, 2018; also: potency is read from the fitted curve at half-maximal effect; nearly all actives have a fitted effect of over 55% in size
#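 Luminescent ATP readout (CellTiter-Glo, 10 min RT) after 48 or 72 hr compound exposure of NIH 3T3 cells seeded at 400 cells/well in 1536-well format; quantitative HTS.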
# IP6K1 inh: Primary qHTS assay for small molecule inhibitors of Inositol hexaphosphate kinase 1 (IP6K1). Inositol hexakisphosphate kinase 1 (Homo sapiens), Q92551. IP6K1 kinase, ADP-Glo luminescence, 2 h; stronger effect = lower value. activity change, % (series mostly up to about 58 µM). 0.81% of 140,000 active; in the data active = activity change below about -25%
# Target sequence (Q92551 whole entry, looked up): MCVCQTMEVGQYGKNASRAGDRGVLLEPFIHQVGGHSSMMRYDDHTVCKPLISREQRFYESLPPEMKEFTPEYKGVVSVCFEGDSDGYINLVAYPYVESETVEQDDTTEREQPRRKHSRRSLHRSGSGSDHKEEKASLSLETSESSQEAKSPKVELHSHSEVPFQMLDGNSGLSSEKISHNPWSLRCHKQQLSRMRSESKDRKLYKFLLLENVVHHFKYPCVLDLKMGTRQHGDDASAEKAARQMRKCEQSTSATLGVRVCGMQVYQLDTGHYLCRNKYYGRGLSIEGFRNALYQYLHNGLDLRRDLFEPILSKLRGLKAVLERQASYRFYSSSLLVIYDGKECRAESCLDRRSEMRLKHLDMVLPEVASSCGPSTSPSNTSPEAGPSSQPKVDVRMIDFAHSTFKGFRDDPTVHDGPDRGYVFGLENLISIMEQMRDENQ
#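 ADP-Glo luminescence measures ADP made by human IP6K1 during a 2 h RT reaction with ATP/IP6 (mix at 1.3 mM/130 uM); top library doses 57.5 and 19.1 uM final.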
# SNCA viab count: GF-AFC viability counterscreen for inhibitors of alpha-synuclein gene (SNCA) expression; Potency, µM (titrated, usually from 57.1 µM), for inactives: top-dose activity change, negative = cytotoxicity, hits mostly cytotoxic; 0.12% of 150,000 active; HEK-293-SNCA-luc viability, GF-AFC fluorescence, 24 h;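 also: potency is read from the fitted curve at half-maximal effect; 0% = DMSO-treated cells and -100% = medium-only wells without cells; nearly all actives have a fitted effect of over 30% in size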
#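 HEK-293-SNCA-luc cells (1500/well) plated 24 h, then exposed 24 h to a dilution series; GF-AFC added 30 min at 37C, fluorescence 405/540 nm; normalised to medium-only and DMSO wells, Hill fit.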
# Starred values were filed as active, the others as inactive; i = inactive; ? = inconclusive; / = not tested or not shown; [ ] = remark or other dose. Unless noted, calls follow the shape of the dose curve; as a rule, active = well fitted curve in the direction sought with a large enough effect; inconclusive = small, poorly fitted or top-dose-only effect, or another doubt; inactive = no such curve, though single readings can be large; an effect the other way counts as inactive or inconclusive. Unless noted, % is scaled to controls: 0 for no effect and ±100 for the full control effect. These rows are one share of the data (hit frequency here may not be typical).
SMILES,GPT2 inhibitor,HEK293 tox,SNCA expr inhib,Luciferase inh,3T3 cytotox,IP6K1 inh,SNCA viab count
CCOc1ccc(-c2cc3c(=O)n(Cc4nc(-c5ccccc5OCC)oc4C)ccn3n2)cc1Cl,/,/,21%,/,/,4,21%
Cc1ccc(C2=Nc3ccccc3N(CC(=O)Nc3ccccc3F)C(=O)C2)cc1C,/,/,148%[activator],/,/,-7,-15%
Cc1ccccc1CSc1nc2c([nH]c3ccccc32)c(=O)n1C,/,/,-6%,/,/,9,3%
CC(=O)N1CC(C(=O)NC(C)c2ccccc2)CC(c2cccc(C)c2)C1 (configuration not stated),i,-18%,-9%,0%,-17%,8,-2%
CC(O)c1cc2n(n1)CCN(C(=O)CCc1nc3ccc(F)cc3[nH]1)C2 (configuration not stated),0%,-9%,2%,3%,-6%,5,?
COc1ccc(Cn2c(=O)c3ccnn3c3ccc(C(=O)NCc4cccnc4)cc32)cc1,i,?,-9%,1%,-2%,8,1%
COc1ccc(CN2CCOc3nc(Cc4ccccc4)ncc3C2=O)cc1,?,?,9%[87.6 µM],6%[172 µM],?,-3,6%[87.6 µM]
Cc1cc(C(=O)N2[C@@H]3CC[C@H]2CC(NC(=O)c2ccncc2)C3)nn1C (some centres not stated),?,-5%,0%,1%,2%,16,-3%
O[C@H]1CC[C@@H](Cc2cc(COc3ccccc3)on2)O[C@@H]1CNCc1cccnc1,i,-7%[172 µM],31%[activator][87.6 µM],4%[172 µM],-8%[138 µM],-3,5%[87.6 µM]
CCCCC(=O)N1CCN(C2CCN(CCC(C)C)C2=O)CC1 (configuration not stated),1%,-3%,26%,-1%,-12%,28,0%
O=C(c1cccc(N2CCNC2=O)c1)N1CCCC(CCc2ccccc2F)C1 (configuration not stated),i[11.5 µM],?,-24%,1%,?,29,-15%
O=C1CC2CCCC(C1)N2C(=O)N1CCCC1,i,2%[172 µM],-8%[87.6 µM],-10%[172 µM],-13%[138 µM],16,-5%[87.6 µM]
CC(C)c1nc2c(c(-c3ccc(Cl)cc3)n1)CN(C(=O)c1ccc(Cl)nc1)CC2,i,?,4%,/,?,-5,-8%
CCC(C)n1cc(C)c2c(C(=O)NCc3c(C)cc(C)[nH]c3=O)cc(-c3ccc(N4CCNCC4)nc3)cc21 (configuration not stated),i,/,/,/,/,-12,?
CC(C)c1c(O)ccc2c1CC[C@H]1C(C)(C)CCC[C@]21C,-21%,/,/,/,/,-4,7%
COc1cccc(C(=O)c2sc3nc(-c4ccccc4)cc(C(F)(F)F)c3c2N)c1,/,/,10%,/,/,-8,7%
CCCNC(=O)Cc1csc2nc(C)c(-c3cc(C)n(-c4ccc(Cl)c(Cl)c4)n3)c(=O)n12,i,-28%,-25%,4%,?,16,-4%
Cc1ccccc1Cc1c(C)nc2c(C(=O)NCCc3noc(-c4ccncc4)n3)cnn2c1C,i,45µM*,-12%,-20%,?,15,-6%[12.5 µM]
CC(C)c1ccc(NC(=O)c2cnc3sc(N4CCOCC4)nn3c2=O)cc1,/,/,47%[activator],/,/,-5,8%
Cn1ncc(N2CCC(NC(=O)Cc3ccc(F)cc3)CC2)cc1=O,1%,-3%,8%,-3%,i,8,0%
O=C(N1CCOCC1)N1CCN(C2CCNCC2)C(=O)C1,1%,-5%,10%,/,-2%,3,-1%
CCN1CCN(C(=O)C2CCc3nnc(C4CCN([S+](C)(=O)[O-])CC4)n32)CC1 (configuration not stated),-6%,-16%,8%,/,-17%,13,-1%[12.5 µM]
Cc1ccc(NC(=O)Cn2c(=O)n(Cc3ccc4c(c3)OCO4)c(=O)c3ccc(C(=O)NC4CCCCC4)cc32)c(C)c1,/,/,-16%,/,/,9,9%
CC(=O)N1CCN(c2nc(-c3c(C)noc3C)cc3cc(C(C)C)oc23)CC1,1%[88.5 µM],?,31%[87.6 µM],4%[172 µM],50µM*,-11,-22%[87.6 µM]
CC(C)(C)c1ccc(C(=O)N2CCCC(O)(CN3CCCC3)C2)cc1 (configuration not stated),3%,?,-2%,-13%,-23%,1,-1%
COc1cc2ccccc2cc1C(=O)Nc1ccc2oc(-c3ccc(Cl)cc3)nc2c1,/,/,45%,/,/,24,-5%
COc1ccc(Nc2ncc(C(=O)N3CCN(c4cccc(Cl)c4)CC3)c3ccccc23)cc1,/,/,-6%,/,/,8,12%
COc1ccc(C(=O)N2CCCC3(C2)NC(=O)N(Cc2ccc(C)cc2)C3=O)cc1 (configuration not stated),i,-18%,6%,-1%,-11%,9,-11%
CS(=O)(=O)c1ccc(OCC2(CNCc3cccnc3)C[C@@H](O)[C@@H](O)C2)cc1 (some centres not stated),-6%,i,-1%,2%,3%,5,4%
Cc1ccc(CNC(=O)CN(c2ccc(Cl)cc2Cl)S(=O)(=O)c2ccccc2)cc1,/,/,?,/,/,-24,-16%
Cc1ccc(Cc2nc3ccccc3nc2SCC(=O)N2CCN(c3ccc(F)cc3)CC2)cc1,/,/,-9%,/,/,3,3%
O=C(c1ccc(CC2CCCNC2)cc1)N1CCc2nc[nH]c2C1 (configuration not stated),-6%,2%,11%,11%,2%,-3,4%
CN1CCC2(CC1)CN(C(=O)c1cnccn1)Cc1ccccc1O2,4%,2%,-3%,1%,-14%,5,8%
CNC(=O)c1ccc(CSc2nc3cccnc3n2Cc2cccc(F)c2)cc1,/,/,33%[activator],/,/,0,14%
COc1ccc2cc(C(=O)N3CCc4n[nH]c(=O)n4CC3)[nH]c2c1,i,-11%,50%[activator],-7%,-8%,-6,-10%
CCS(=O)(=O)N(C1CC1)C1CCOC2(CCN(C(=O)c3sc(C)nc3C)CC2)C1 (configuration not stated),i,?,-24%,6%,-17%,5,3%
CCc1ccc(CNC(=O)c2ccc(CSc3nc4ccncc4n3Cc3ccccc3)cc2)cc1,/,/,35%[activator],/,/,26,-12%
O=C(NCc1cccc(Cl)c1)c1nc2sccn2c1-c1cccnc1,i,?,43%[activator],/,?,4,-11%
CC(=O)N1c2ccccc2C(C)(c2ccc(C)cc2)CC1(C)C (configuration not stated),/,/,-26%,/,/,8,5%
CC(C)c1nnsc1CN1CCn2nc(CCC(=O)N3CCCC3)cc2C1,-26%,-11%,-7%,2%,?,3,3%
O=C(N[C@@H]1CN(c2ncccn2)C[C@H]1CO)c1ccoc1,-6%,-5%,22%,-3%,-13%,7,1%
Cc1cccc(NC(=O)CSc2nccn2Cc2ccc(F)cc2)c1C,/,/,-4%,/,/,6,-5%
COCc1noc(CC2CCOC3(CCN(C(=O)NCc4ccc(OC)cc4)CC3)C2)n1 (configuration not stated),-4%,-18%,-13%,-8%,-4%,-9,6%
C#CCn1c(C2CC(=O)N(c3ccc(OCC)cc3)C2)nc2ccccc21 (configuration not stated),/,/,21%,/,/,-3,3%
O=C(NCCc1cccs1)c1cccc2c1CCN2C(=O)Nc1ccc(F)cc1,i,?,-40%,1.3µM*,?,-1,-12%
CC(C)c1ccc(NC(=O)O[C@@H]2CO[C@H]3[C@@H]2OC[C@@H]3NS(=O)(=O)c2cccs2)cc1,2%,?,0%,11µM*,?,-12,-3%
Cc1noc(C)c1-c1cc2c(cc(C)n2C)c(NCc2ccncc2)n1,i,?,35%[activator][87.6 µM],-6%[172 µM],?,2,-15%[87.6 µM]
COCC1(CNCc2ccc(F)cc2)C[C@@H](O)[C@@H](O)C1 (some centres not stated),i,1%[230 µM],23%[87.6 µM],-5%[230 µM],-8%[230 µM],3,-7%[87.6 µM]
Cc1ccc(OCC(=O)c2ccc3c(c2)N(CCCC(=O)NC2CCCCC2)C(=O)CO3)cc1C,-5%,?,-7%,-6%,?,-13,-12%
COc1ccc(-n2nc(C(=O)N(C)c3cccc(C(F)(F)F)c3)c3c4ccccc4n(C)c3c2=O)cc1,/,/,-13%,/,/,27,12%
CCCCCOc1ccc(/C=C/C(=O)Nc2sc(C)c(C)c2C(=O)OCC)cc1OC,/,/,?,/,/,1,?
Cc1ccc(NC(=O)C2CCCN(S(=O)(=O)c3c(C)n[nH]c3C)C2)c(C)c1 (configuration not stated),/,/,-1%,/,/,-2,4%
COCCSc1nc2c([nH]c3ccccc32)c(=O)n1-c1ccc(OC)c(OC)c1,/,/,?,/,/,10,-8%
Cc1cc(CN2CCC3(C2)C(=O)N(Cc2ccccc2)c2ccccc23)no1 (configuration not stated),-4%,50µM*,-8%,0%,?,4,-14%
COc1cccc(Nc2sc(C(=O)c3ccc(Cl)cc3)c(N)c2C(=O)NCCc2ccc(OC)c(OC)c2)c1,/,/,4%,/,/,-8,-17%
CCCCNc1nc(Oc2ccc(=O)n(-c3ccccc3)n2)nc(N(CC)CC)n1,/,/,-9%,/,/,-14,-1%
CNC(=O)c1noc([C@@H]2CC(F)(F)CN2C(=O)c2cccn2C)n1,-5%,3%,24%,2%,2%,8,4%
Cc1nnn2c(C(=O)Nc3ccc(Cl)nc3)cccc12,i,-7%[172 µM],6%[87.6 µM],-12%[172 µM],-14%[138 µM],9,7%[87.6 µM]
Cc1nn(-c2ccccc2)c2c1C(C)N(C1CCN(C(=O)Nc3ccc(Cl)cc3)CC1)C2=O (configuration not stated),/,?,/,/,?,-2,/
COc1cc(=O)n2c(c1C(=O)Nc1cccc(F)c1)CCCC2,i,5%,25%,-14%,i,-18,-10%
Cc1nn(-c2ccccc2)c2c1C(C(C)C)N(C1CN([S+](=O)([O-])c3c(C)noc3C)C1)C2=O (configuration not stated),/,-12%,/,/,-20%,10,/
CNC(=O)c1cc(C2CC2)nc2onc(C3CCN(C(=O)c4ccc(Cl)nc4)CC3)c12,/,-8%,/,/,-24%,-10,/

# Four of these compounds in another layout:
COc1cccc(Nc2sc(C(=O)c3ccc(Cl)cc3)c(N)c2C(=O)NCCc2ccc(OC)c(OC)c2)c1
  GPT2 inhibitor: / | HEK293 tox: / | SNCA expr inhib: 4% | Luciferase inh: / | 3T3 cytotox: / | IP6K1 inh: -8 | SNCA viab count: -17%
CCCCNc1nc(Oc2ccc(=O)n(-c3ccccc3)n2)nc(N(CC)CC)n1
  GPT2 inhibitor: / | HEK293 tox: / | SNCA expr inhib: -9% | Luciferase inh: / | 3T3 cytotox: / | IP6K1 inh: -14 | SNCA viab count: -1%
CNC(=O)c1noc([C@@H]2CC(F)(F)CN2C(=O)c2cccn2C)n1
  GPT2 inhibitor: -5% | HEK293 tox: 3% | SNCA expr inhib: 24% | Luciferase inh: 2% | 3T3 cytotox: 2% | IP6K1 inh: 8 | SNCA viab count: 4%
Cc1nnn2c(C(=O)Nc3ccc(Cl)nc3)cccc12
  GPT2 inhibitor: i | HEK293 tox: -7%[172 µM] | SNCA expr inhib: 6%[87.6 µM] | Luciferase inh: -12%[172 µM] | 3T3 cytotox: -14%[138 µM] | IP6K1 inh: 9 | SNCA viab count: 7%[87.6 µM]

# Source: PubChem
